Source: PubChem
TCR activator = activators of T cell receptors. Potency, µM (series often up to 9.22 µM), for inactives: top-dose activation of IL-2 secretion, actives largely listed as activators. primary human leukocytes, anti-CD3, IL-2 HTRF, 48 h. 330,000 tested, under 10 active; further: % of control where 0% means no effect
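Activity was scored as IL-2 release from primary human leukocytes given only a TCR signal (a-CD3 beads) plus compound for 48 hr. Detection used a two-antibody HTRF format read at 665nm.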
Mito fusion yeast = inhibitors of mitochondrial division or activators of mitochondrial fusion. S. cerevisiae fusion-defective mutant growth rescue, CellTiterGlo 48 h. Potency, µM (series often up to 46.1 µM), without a hit: top-dose growth rescue (activation), usual class: activators. hit rate 0.23% among 320,000. AID 485298;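 further: potency means the concentration at half of the fitted maximal effect; % of control where 0% means no effect; nearly all actives have a fitted effect of over 45% in size; temperature-sensitive fusion mutants such as fzo1-1 at 37 °C on non-fermentable ethanol glycerol medium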
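Temperature-sensitive fusion-defective S. cerevisiae (e.g. fzo1-1, mgm1-5) were grown with compound in YPEG medium (3% ethanol, 3% glycerol) for 48 hours at 37C. Growth rescue was measured as viability by CellTiterGlo luminescence after 10 minutes at ambient.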
uPA generation = cell surface uPA generation inhibition; hit rate 0.31% among 330,000; cell surface uPA generation assay, qHTS; Potency, µM (doses to about 38.3 µM), for the others: at the top dose activity change, negative = inhibition, hits mostly inhibitors; AID 540303; active means well fitted inhibition curve with a large enough effect; inconclusive means small, poorly fitted or top-dose-only effect; inactive means no such curve, though single readings can be large or run the other way; tested in mouse RAW 264.7 cells; further: potency means the concentration at half of the fitted maximal effect; on the % scale 0 is the no-effect control and ±100 the full control effect; nearly all actives have a fitted effect of over 55% in size
Eya2 inh = inhibitors of human Eya2 phosphatase activity; O00167; recombinant Eya2, OMFP fluorescence dephosphorylation (OMFP is methylfluorescein phosphate); Potency, µM (doses to about 76.9 µM), for the others: at the top dose activity, negative = inhibition, usual class: inhibitors; hit rate 0.006% among 330,000; further: potency means the concentration at half of the fitted maximal effect; on the % scale 0 is the no-effect control and ±100 the full control effect
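Eya2 protein (added as 0.2 uM solution) was preincubated with compound for 10 min at ambient temperature in 50 mM HEPES pH 7.5, 50 mM NaCl, 5 uM MgCl2, 0.05% BSA, 1 mM DTT. OMFP (added at 50 uM) then reacted 10 min; fluorescence read at 485/525 nm.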
TSG101-PTAP inh = blocks PTAP/TSG101 interaction to inhibit HIV-1 budding. 340,000 tested, under 10 active. Potency, µM (highest dose often 115 µM), inactives show top-dose activity change, negative = inhibition, usual class: inhibitors. Fluorescence polarization, FITC-PTAP peptide / Tsg101 binding; active means well fitted inhibition curve with a large enough effect in the main read-out, with a control signal flat, not every such curve was filed as active; inconclusive means small, poorly fitted or top-dose-only effect, or effect the other way, or a change in a side signal; inactive means no such curve, though single readings can be large or run the other way; further: potency means the concentration at half of the fitted maximal effect; % of control where 0% means no effect
Target sequence (Q99816 whole entry, looked up): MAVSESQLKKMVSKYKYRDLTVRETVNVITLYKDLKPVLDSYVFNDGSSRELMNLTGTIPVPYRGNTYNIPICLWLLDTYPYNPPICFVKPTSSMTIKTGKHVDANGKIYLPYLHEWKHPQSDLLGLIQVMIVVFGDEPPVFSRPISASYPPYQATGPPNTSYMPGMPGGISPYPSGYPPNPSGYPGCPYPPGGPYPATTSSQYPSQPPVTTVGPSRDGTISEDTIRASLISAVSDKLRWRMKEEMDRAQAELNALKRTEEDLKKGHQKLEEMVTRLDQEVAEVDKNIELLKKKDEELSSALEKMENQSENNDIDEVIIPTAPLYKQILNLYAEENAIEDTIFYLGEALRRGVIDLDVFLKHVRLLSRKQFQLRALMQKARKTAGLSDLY
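Steps: Tsg101 binding domain dispensed (10 uM final), compounds pinned in DMSO, FITC-labeled PTAP-motif peptide added (50 nM final); after 20 min binding at room temperature, polarization measured.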
ELG1 repair inh = inhibitors of ELG1-dependent DNA repair in HEK293T cells. Potency, µM (titrated, usually from 46.1 µM), for the others: at the highest dose activity change, negative = inhibition, actives largely listed as inhibitors. HEK293T ELG1-luciferase reporter, luminescence, 16 h; DNA damage induced by 5-fluorouridine. hit rate 2.3% among 330,000; further: potency means the concentration at half of the fitted maximal effect; on the % scale 0 is the no-effect control and ±100 the full control effect; nearly all actives have a fitted effect of over 55% in size
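Step one: seed 2,000 cells per well. Step two: pin-transfer compound or DMSO alongside 5-fluorouridine. Step three: incubate 16 hr, 37 °C, 5% CO2. Step four: add ONE-Glo, wait 30 min, read luminescence.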
TSHR antagonist = antagonists of human thyroid stimulating hormone receptor | P16473 | TSHR-expressing cells, TSH-stimulated cAMP HTRF, 2 h; active compounds read low | activity change, negative = inhibition, % at 11.5 µM | hit rate 0.2% among 330,000;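 active means activity change below a set negative limit, meaning inhibition stronger than a set level, cut at about -70% in these data; inconclusive means activity change between two set negative limits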; further: on the % scale 0 is the no-effect control and ±100 the full control effect
Target sequence (P16473 whole entry, looked up): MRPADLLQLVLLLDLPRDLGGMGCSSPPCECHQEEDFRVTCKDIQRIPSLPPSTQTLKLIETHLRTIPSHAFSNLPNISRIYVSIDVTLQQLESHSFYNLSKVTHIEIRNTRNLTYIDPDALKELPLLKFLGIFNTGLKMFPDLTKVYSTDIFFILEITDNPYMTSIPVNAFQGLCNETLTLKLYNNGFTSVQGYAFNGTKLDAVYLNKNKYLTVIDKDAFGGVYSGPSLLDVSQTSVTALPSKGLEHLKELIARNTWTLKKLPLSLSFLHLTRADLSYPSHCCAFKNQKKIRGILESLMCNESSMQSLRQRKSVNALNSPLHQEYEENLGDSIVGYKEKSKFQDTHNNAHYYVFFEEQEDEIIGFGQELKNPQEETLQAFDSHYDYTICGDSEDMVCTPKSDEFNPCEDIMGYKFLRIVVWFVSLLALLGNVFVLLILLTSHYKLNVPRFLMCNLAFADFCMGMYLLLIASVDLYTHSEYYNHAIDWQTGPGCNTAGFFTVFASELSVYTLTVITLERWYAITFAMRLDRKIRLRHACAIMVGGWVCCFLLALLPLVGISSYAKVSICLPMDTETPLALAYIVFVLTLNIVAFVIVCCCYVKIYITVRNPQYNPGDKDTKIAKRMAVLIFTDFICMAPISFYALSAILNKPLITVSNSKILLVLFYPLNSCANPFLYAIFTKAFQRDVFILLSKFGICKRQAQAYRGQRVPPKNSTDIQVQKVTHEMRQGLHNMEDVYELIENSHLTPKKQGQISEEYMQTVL
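Read-out is FRET at 665 nm (cryptate excitation 337 nm) from a cryptate-tagged anti-cAMP antibody, competed by cell cAMP against cAMP-d2. Compounds are tested on freshly harvested TSHR cells challenged with 4nM TSH (EC80) for 2 hours at 37 deg C.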
USP2a block = blocks human ubiquitin-specific protease USP2a; hit rate 0.01% among 330,000; Potency, µM (top dose mostly 38.3 µM), for the others: at the highest dose activity change, negative = inhibition, actives largely listed as inhibitors; USP2 core, Ub-CHOP2 coupled fluorogenic reporter, 485/531; AID 463254;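 further: potency means the concentration at half of the fitted maximal effect; plate controls were DMSO wells for no effect and full inhibition by NEM control for full effect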
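Cell-free coupled assay: 10nM USP2 core preincubated 30min RT with compound in Tris-HCl pH 8.0/CaCl2/CHAPS buffer, then 25nM Ub-CHOP2 and 25nM reporter substrate; fluorescence (Ex 485/Em 531) read after 60min RT, normalized to NEM inhibition, concentration-response curves fitted.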
Tb PFK block = T. brucei PFK enzyme inhibition | T. brucei PFK, ADP-Glo luminescence | Potency, µM (titrated, usually from 57.5 µM), without a hit: at the highest dose activity, negative = inhibition, actives largely listed as inhibitors | hit rate 0.17% among 330,000;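 further: potency means the concentration at half of the fitted maximal effect; 0% = uninhibited 1x PFK enzyme wells and -100% = no-enzyme wells; nearly all actives have a fitted effect of over 60% in size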
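Luminescent ADP detection (ADP-Glo, two-step: ATP depletion then ADP-to-ATP conversion for luciferase) reported PFK activity after 45 min room-temperature reaction of 1.25 nM enzyme with 0.5 mM F6P and 0.1 mM ATP at pH 8.0.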
B2AR arrestin = beta2AR (human) beta-arrestin recruitment activity | Potency, µM (series often up to 46.1 µM), for inactives: at the highest dose activation, usual class: activators | hit rate 0.02% among 330,000 | beta-arrestin recruitment to beta2AR, cell-based reporter | P07550;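 further: potency means the concentration at half of the fitted maximal effect; 0% = DMSO controls and full agonism = EC100 isoproterenol or metaproterenol; nearly all actives have a fitted effect of over 65% in size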
Chronic BCR inh = blocks chronic active B-cell receptor signaling | ABC-DLBCL IkBa-CBG/CBR reporter, luminescence ratio, 4 h | Potency, µM (titrated, usually from 46.1 µM), for inactives: top-dose ratio change, negative = lower green/red ratio, actives largely listed as inhibitors | hit rate 0.05% among 340,000; active means well fitted inhibition curve with a large enough effect in the signal ratio, with a control signal flat, not every such curve was filed as active; inconclusive means small, poorly fitted or top-dose-only effect, or effect the other way, or a change in a side signal; the % refers to the signal ratio;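 further: potency means the concentration at half of the fitted maximal effect; plate controls were basal doxycycline-induced cells for no effect and cells given 10 µM MG132 for full effect; MG132 reads +100%, hits lower the ratio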
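Concentration-response series (up to 46 uM) were applied to TMD8 dual-reporter cells for 4 h at 37C with doxycycline. Green/red ratio, after filter-overlap correction, defined %Activity; red signal alone was normalised to basal cells and zero luminescence.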
* = called active by the depositor; & = joins results of further samples; [ ] = remark or other dose. Unless noted, the call rests on the fitted dose curve; in most records, active means well fitted curve in the direction sought with a large enough effect; inconclusive means small, poorly fitted or top-dose-only effect, or another doubt; inactive means no such curve, though single readings can be large; an effect the other way counts as inactive or inconclusive. Rows are unselected; 3% or so of the library scored in one or more.

What do the screens show for `COc1ccc(CN(C)Cc2nc3cc(OC)c(OC)cc3c(=O)[nH]2)c(OC)c1`?
TCR activator: 2.1%; Mito fusion yeast: 4.8%; uPA generation: 1.3%; Eya2 inh: 12.3%; TSG101-PTAP inh: -3.8%; ELG1 repair inh: -17.8%; TSHR antagonist: -1.3; USP2a block: -1.1%; Tb PFK block: -7.7%; B2AR arrestin: -0.7%; Chronic BCR inh: -5.3%

What do the screens show for `Cc1ccc(CNC(=O)C2CC(c3cccc([N+](=O)[O-])c3)=NO2)cc1` (configuration not stated)?
TCR activator: 1.9%; Mito fusion yeast: -1.3%; uPA generation: 2.5%; Eya2 inh: -24.5%; TSG101-PTAP inh: -2.3%; ELG1 repair inh: 12.1%; TSHR antagonist: 0.7; USP2a block: 4.0%; Tb PFK block: 3.4%; B2AR arrestin: -0.1%; Chronic BCR inh: -5.9%

Results for O=C(NNC1=NC2(CCCC2)Cc2ccccc21)c1ccncc1 ?
TCR activator: -4.2%; Mito fusion yeast: inconclusive; uPA generation: 2.8%; Eya2 inh: 10.4%; TSG101-PTAP inh: -1.5%; ELG1 repair inh: -2.8%; TSHR antagonist: 22.8; USP2a block: -1.6%; Tb PFK block: 0.1%; B2AR arrestin: -0.3%; Chronic BCR inh: 3.0%

Results for Cc1cc(C)nc(NS(=O)(=O)c2ccc(NC(=O)c3cc(-c4ccccc4)nc4ccccc34)cc2)n1 ?
TCR activator: -2.1%[46.1 µM]; Mito fusion yeast: -6.7%; uPA generation: -1.1%; Eya2 inh: -3.0%; TSG101-PTAP inh: 0.3%; ELG1 repair inh: -0.9%; TSHR antagonist: -16.7; USP2a block: -11.1%; Tb PFK block: 7.0%; B2AR arrestin: -1.7%; Chronic BCR inh: -9.2%

What do the screens show for `COCCc1nc2ccc(C(=O)N3CCCCC3COC)cc2o1` (configuration not stated)?
TCR activator: -1.8%; Mito fusion yeast: -2.5%; uPA generation: -9.3%; Eya2 inh: -6.7%; TSG101-PTAP inh: -7.4%; ELG1 repair inh: 17.4%; TSHR antagonist: 11.5; USP2a block: -2.8%; Tb PFK block: 5.0%; B2AR arrestin: -1.1%; Chronic BCR inh: -2.1%

How did FC(F)C(F)(F)c1cc(-c2ccccc2)n[nH]1 do in these assays?
TCR activator: -0.5%; Mito fusion yeast: -1.0%; uPA generation: -3.8%; Eya2 inh: -23.9%; TSG101-PTAP inh: -11.2%; ELG1 repair inh: -7.7%; TSHR antagonist: -5.2; USP2a block: -1.4%; Tb PFK block: 1.1%; B2AR arrestin: -0.3%; Chronic BCR inh: -1.5%

How did COc1cc(O)c(CCC(=O)c2ccc(OC)c(OC)c2)c(OC)c1 do in these assays?
TCR activator: -1.9%; Mito fusion yeast: -1.7%; uPA generation: -3.2%; Eya2 inh: 3.6%; TSG101-PTAP inh: -0.1%; ELG1 repair inh: inconclusive; TSHR antagonist: 7.2; USP2a block: -1.5%; Tb PFK block: -3.4%; B2AR arrestin: -0.7%; Chronic BCR inh: inconclusive

What do the screens show for `COc1cc(N)c(Cl)cc1C(=O)OCC(=O)N(C)C1CCCCC1`?
TCR activator: 4.2%; Mito fusion yeast: 0.4%; uPA generation: 6.9%; Eya2 inh: 1.4%; TSG101-PTAP inh: -5.4%; ELG1 repair inh: inconclusive; TSHR antagonist: -5.9; USP2a block: 6.7%; Tb PFK block: 0.0%; B2AR arrestin: 0.0%; Chronic BCR inh: -1.0%

What do the screens show for `CCOc1ccc(CNC(=O)c2ccc(Sc3ccc(Cl)cc3)c(NC(C)=O)c2)cc1OC`?
TCR activator: -0.7%[46.1 µM]; Mito fusion yeast: 7.4%; uPA generation: -3.1%; Eya2 inh: 2.0%; TSG101-PTAP inh: 0.2%; ELG1 repair inh: inconclusive; TSHR antagonist: -8.6; USP2a block: 1.6%; Tb PFK block: -5.4%; B2AR arrestin: 0.8%; Chronic BCR inh: -2.6%&4.6%

Results for CN(Cc1ccccc1)S(=O)(=O)c1ccc(Cl)nc1 ?
TCR activator: -1.5%; Mito fusion yeast: 4.8%; uPA generation: -6.2%; Eya2 inh: -4.0%; TSG101-PTAP inh: -0.2%; ELG1 repair inh: -9.4%; TSHR antagonist: -7.2; USP2a block: 0.6%; Tb PFK block: 0.3%; B2AR arrestin: -0.3%; Chronic BCR inh: 2.6%

What do the screens show for `C=C(C)COc1ccc(-c2nc(N)nc(C)c2Oc2ccccc2OC)c(O)c1`?
TCR activator: 1.0%; Mito fusion yeast: 9.0%; uPA generation: -0.2%; Eya2 inh: -1.6%; TSG101-PTAP inh: -6.5%; ELG1 repair inh: -18.9%; TSHR antagonist: 1.5; USP2a block: 2.3%; Tb PFK block: 0.7%; B2AR arrestin: -1.2%; Chronic BCR inh: 0.0%

What do the screens show for `COCCCC1CCN(C(=O)c2cc(COc3ccc(C)nc3)on2)CC1`?
TCR activator: 0.1%; Mito fusion yeast: -2.1%; uPA generation: inconclusive; Eya2 inh: -10.1%; TSG101-PTAP inh: 0.0%; ELG1 repair inh: 9.5%; TSHR antagonist: -26.1; USP2a block: -1.4%; Tb PFK block: 6.1%; B2AR arrestin: -0.1%; Chronic BCR inh: -12.8%

How did Cc1cnc(C(=O)OCC(=O)NC(C)CCc2ccccc2)cn1 (configuration not stated) do in these assays?
TCR activator: 1.5%; Mito fusion yeast: -1.5%; uPA generation: 2.1%; Eya2 inh: 0.0%; TSG101-PTAP inh: 0.1%; ELG1 repair inh: 16.6%; TSHR antagonist: -1.6; USP2a block: 1.7%; Tb PFK block: 1.3%; B2AR arrestin: 0.2%; Chronic BCR inh: 8.8%

How did CCNc1nc(NCC)nc(N/N=C/c2ccc(O)c(O)c2)n1 do in these assays?
TCR activator: -2.1%; Mito fusion yeast: 12.3%; uPA generation: inconclusive; Eya2 inh: -8.3%; TSG101-PTAP inh: -0.4%; ELG1 repair inh: inconclusive; TSHR antagonist: -5.4; USP2a block: 1.0%; Tb PFK block: -11.3%; B2AR arrestin: 0.5%; Chronic BCR inh: inconclusive

What do the screens show for `Cc1cc(-n2c(C)cc(C(=O)CSc3ccc4c(c3)OCCO4)c2C)no1`?
TCR activator: -2.6%; Mito fusion yeast: 6.9%; uPA generation: -0.4%; Eya2 inh: 3.4%; TSG101-PTAP inh: -5.4%; ELG1 repair inh: inconclusive; TSHR antagonist: -16.0; USP2a block: -11.3%; Tb PFK block: -1.8%; B2AR arrestin: 0.1%; Chronic BCR inh: -6.4%

What do the screens show for `CC(=O)Oc1ccc(-n2c(=O)c3ccccc3c3ccccc3c2=O)cc1`?
TCR activator: -9.3%; Mito fusion yeast: -2.5%; uPA generation: -1.4%; Eya2 inh: -9.2%; TSG101-PTAP inh: 0.5%; ELG1 repair inh: 9.1%; TSHR antagonist: -9.4; USP2a block: 8.5%; Tb PFK block: 1.9%; B2AR arrestin: -0.2%; Chronic BCR inh: 1.7%

How did CC(=O)c1cn(Cc2ccccc2)c(=O)n(Cc2ccc(F)cc2)c1=O do in these assays?
TCR activator: -0.2%; Mito fusion yeast: 12.3%; uPA generation: 1.4%; Eya2 inh: -1.5%; TSG101-PTAP inh: -4.0%; ELG1 repair inh: inconclusive; TSHR antagonist: -1.8; USP2a block: -1.6%; Tb PFK block: -2.6%; B2AR arrestin: -0.9%; Chronic BCR inh: 12.3%

Results for CCOC(=O)c1cc(=O)[nH]c2ccccc12 ?
TCR activator: -0.2%; Mito fusion yeast: -1.9%; uPA generation: 3.2%; Eya2 inh: inconclusive; TSG101-PTAP inh: -1.9%; ELG1 repair inh: -2.9%; TSHR antagonist: 2.4; USP2a block: 10.7%; Tb PFK block: 1.5%; B2AR arrestin: 0.2%; Chronic BCR inh: 5.3%

How did CN(CC(=O)Nc1ccc(F)c(F)c1F)c1cnccn1 do in these assays?
Mito fusion yeast: -1.9%; Eya2 inh: -6.0%; ELG1 repair inh: inconclusive; TSHR antagonist: 15.2; USP2a block: -1.9%; Tb PFK block: 0.3%; B2AR arrestin: -0.5%; Chronic BCR inh: inconclusive

Results for c1ccc(-c2cc(-c3nc(-c4cccnc4)no3)c3ccccc3n2)cc1 ?
Mito fusion yeast: 3.3%; Eya2 inh: 8.7%; ELG1 repair inh: -0.3%; TSHR antagonist: -1.9; USP2a block: 2.2%; Tb PFK block: 2.1%; B2AR arrestin: -0.6%; Chronic BCR inh: 0.0%

How did CC1(C)CC(NS(=O)(=O)c2ccc(Cl)cc2)CC(C)(C)N1 do in these assays?
TCR activator: 0.0%; Mito fusion yeast: -1.3%; uPA generation: 3.1%; Eya2 inh: inconclusive; TSG101-PTAP inh: 0.5%; ELG1 repair inh: 0.8%; TSHR antagonist: 17.6; USP2a block: -1.3%; Tb PFK block: 2.5%; B2AR arrestin: -0.2%; Chronic BCR inh: -1.1%
